TTR transcr act = activators of transthyretin transcription | SH-SY5Y TTR promoter Gaussia luciferase, luminescence; 100% = recombinant luciferase protein wells | 92,000 compounds, 1.3% hits | activation, % at 16.7 µM;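 active = activation above the mean of all tested compounds plus 3 SD, cut at about 9.5% in these data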;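 also: cells exposed to compounds for one day before reading; 0% = median of all test compound wells on the plate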
* = called active by the depositor.

Sample of the layout:
SMILES	TTR transcr act
Cc1ccc(-c2noc(CN(C(=O)Cc3ccccc3)C(C)C)n2)cc1	-2.4
O=S(=O)(NC(=S)NC1CCCCC1)c1ccccc1	2.6
CN(C)c1ccc(C(CNS(=O)(=O)c2ccc([N+](=O)[O-])cc2)N2CCOCC2)cc1 (stereo not drawn)	0.1
CC1=CCC2C(=O)N(c3nc(C)cc(C)n3)C(=O)C2C1 (stereo not drawn)	-0.2
C/C(=N\N=c1/sc2ccccc2n1C)c1ccccn1	5.7
CCOc1ccc(N2C(=O)c3cccnc3C2=O)cc1	-1.1
CN1CCN(c2oc(-c3cccs3)nc2S(=O)(=O)c2ccccc2)CC1	-0.9
CC(=O)Nc1ccc(C2=NN(C)C(=NCc3ccccc3)SC2)cc1	-3.7
COc1cccc(C(=O)N2CCN(C3CCC(c4ccccc4)CC3)CC2)c1 (stereo not drawn)	-3.5
Cc1nn(C(C)(C)C)c(OC(=O)c2ccc3c(c2)OCO3)c1Sc1ccccc1	-5.0
CCCSc1nnc(CSc2nc3ccccc3s2)n1-c1ccccc1	-3.0
Cc1cc(-c2nnc(CCC(=O)NCc3ccc(F)c(F)c3)o2)no1	1.2
CN(C)c1ccc(N2C(=NC(=O)C3CCCO3)SC3CS(=O)(=O)CC32)cc1 (stereo not drawn)	2.8
CCCCNC(=O)c1nc(C2CCN(S(=O)(=O)c3c(F)cccc3F)CC2)oc1-c1cccc(C(F)(F)F)c1	0.6
CSc1ccccc1NC(=O)c1ccc([N+](=O)[O-])cc1	0.4
COCCCC1CCN(C(=O)c2cc(COc3ccc(C)nc3)on2)CC1	-3.6

The list itself, repeating the preview:
SMILES	TTR transcr act
Cc1ccc(-c2noc(CN(C(=O)Cc3ccccc3)C(C)C)n2)cc1	-2.4
O=S(=O)(NC(=S)NC1CCCCC1)c1ccccc1	2.6
CN(C)c1ccc(C(CNS(=O)(=O)c2ccc([N+](=O)[O-])cc2)N2CCOCC2)cc1 (stereo not drawn)	0.1
CC1=CCC2C(=O)N(c3nc(C)cc(C)n3)C(=O)C2C1 (stereo not drawn)	-0.2
C/C(=N\N=c1/sc2ccccc2n1C)c1ccccn1	5.7
CCOc1ccc(N2C(=O)c3cccnc3C2=O)cc1	-1.1
CN1CCN(c2oc(-c3cccs3)nc2S(=O)(=O)c2ccccc2)CC1	-0.9
CC(=O)Nc1ccc(C2=NN(C)C(=NCc3ccccc3)SC2)cc1	-3.7
COc1cccc(C(=O)N2CCN(C3CCC(c4ccccc4)CC3)CC2)c1 (stereo not drawn)	-3.5
Cc1nn(C(C)(C)C)c(OC(=O)c2ccc3c(c2)OCO3)c1Sc1ccccc1	-5.0
CCCSc1nnc(CSc2nc3ccccc3s2)n1-c1ccccc1	-3.0
Cc1cc(-c2nnc(CCC(=O)NCc3ccc(F)c(F)c3)o2)no1	1.2
CN(C)c1ccc(N2C(=NC(=O)C3CCCO3)SC3CS(=O)(=O)CC32)cc1 (stereo not drawn)	2.8
CCCCNC(=O)c1nc(C2CCN(S(=O)(=O)c3c(F)cccc3F)CC2)oc1-c1cccc(C(F)(F)F)c1	0.6
CSc1ccccc1NC(=O)c1ccc([N+](=O)[O-])cc1	0.4
COCCCC1CCN(C(=O)c2cc(COc3ccc(C)nc3)on2)CC1	-3.6
COc1ccc(C2CC(=O)Nc3n[nH]c(-c4ccccc4)c32)cc1OC (stereo not drawn)	-1.7
CC(Oc1ccc(F)cc1)C(=O)Nc1ccccc1C(=O)N1CCCCC1 (stereo not drawn)	-1.4
O=C(O)c1cc2c(s1)-c1ccccc1CC2	1.3
COc1ccccc1NC(=O)C(NC(=O)c1ccc(C)cc1)c1ccccc1 (stereo not drawn)	2.4
Cc1cccc(N(C(=O)c2snc(C(N)=O)c2N)C(C)C(=O)NCC2CCCO2)c1 (stereo not drawn)	0.2
O=C(Cn1c(-c2cscn2)nc2ccccc21)Nc1ccccc1F	1.0
O=C1OCCC1Sc1ncnc2sccc12 (stereo not drawn)	1.8
O=C(c1ccccn1)N1CCN(c2cccc(C(F)(F)F)c2)CC1	0.0
O=C(NC1CCCCC1)C(c1ccccn1)N(C(=O)c1csnn1)c1ccccc1 (stereo not drawn)	-2.0
Cc1ccc(-c2nc3c(Cl)cc(C(F)(F)F)cn3c2Cc2ccsc2)cc1	-1.7
COc1ccc(-n2c(COc3ccc(Cl)cc3)nnc2SCc2ccc(C#N)cc2)cc1	3.3
Cc1ccc(-c2csc(NC(=O)c3ccc(S(=O)(=O)N4CCc5ccccc54)cc3)n2)cc1	5.8
CC(=O)N1CCC(C(=O)NCCOc2ccc(C)cc2)CC1	-1.2
Cc1cc(C)n(C(=O)CCCn2cc([N+](=O)[O-])cn2)n1	4.0
O=C(CS(=O)(=O)c1ccccc1)Nc1ccc(Br)cn1	1.6
O=C(COc1ccc(Br)cc1CNCCc1ccccc1)NCc1ccccc1	-0.8
O=C(CSc1nnnn1-c1cccnc1)Nc1ccccc1F	-0.8
Cc1ccc(OCc2nnc(SC3CCc4ccccc4C3=O)n2C)cc1 (stereo not drawn)	-2.3
Cc1cccc(C(=O)OCC(=O)N2CCCCCC2)c1C	-1.2
Cc1ccc2c(c1)N(CC(=O)Nc1ccccc1F)C(=O)C(C)O2 (stereo not drawn)	2.2
C[C@@H]1COC(=O)[C@H](Cc2ccc(F)cc2)CC/C=C/C[C@@H](CC(=O)N[C@H](CO)Cc2ccccc2)C(=O)N1	-0.3
COc1ccc(C2CC(=O)C=C(NCc3ccccc3)C2)cc1 (stereo not drawn)	1.7
COc1cc(NC(=S)N2CCCCC2C)cc(OC)c1OC (stereo not drawn)	-0.5
CC1=CN(S(=O)(=O)c2ccc(C)cc2)C[C@@H]2c3ccccc3N(S(=O)(=O)c3ccc(C)cc3)[C@H]12	2.3
O=C1N/C(=C/c2cccs2)C(=O)N1Cc1ccccc1F	1.0
CCC(=O)Nc1cnc(NC(=O)c2cccc(F)c2)cc1C	-0.1
Cc1cc(-c2n[nH]c(=S)n2-c2ccc(F)cc2)nn1C	0.3
C=CCN(C(=O)[C@@H](CCCC)[C@@H](O)c1ccc(C(C)=O)cc1)c1ccccc1	4.2
C(=C\c1nc(N2CCCCCC2)c2ccccc2n1)/c1ccccc1	-0.4
COc1ccc(-c2noc(CCC(=O)N3CCN(c4cccc(F)c4)CC3)n2)cc1	-0.2
Cc1ccccc1C(=O)N1CCN=C1SCc1ccc([N+](=O)[O-])cc1	-0.8
COc1cccc(C(=O)NOCc2ccc(C)cc2)c1OC	9.7*
O=C(O)c1ccc(N2C(=O)CC(N3CCC(c4nc5ccccc5[nH]4)CC3)C2=O)cc1 (stereo not drawn)	-2.4
O=C(NNc1ccnc2cc(Cl)ccc12)C1CCCCC1	-4.4
O=C(Cc1ccccc1)Nc1cc2c(cc1Cl)OCCCO2	3.1
O=C(CSc1nnc(COc2ccccc2)o1)N1CCCCC1	0.4
Cc1ccc(S(=O)(=O)Nc2cccc3c2O[C@H](CN(C)Cc2ccc(-c4ccccc4)cc2)[C@@H](C)CN([C@H](C)CO)C3=O)cc1	-1.9
COc1ccc(CCNC(=O)c2ccc(-c3ccc([N+](=O)[O-])cc3Cl)o2)cc1OC	-2.5
Cc1ccccc1NC(=O)COC(=O)c1ccc2c(c1)OCCO2	-1.0
Cc1c(NC(=O)c2ccc(COc3ccc4ccccc4c3)o2)c(=O)n(-c2ccccc2)n1C	-2.0
Cc1ccc[n+](CC(=O)Nc2ccc(N(C)C)cc2)c1	-1.2
O=C1c2ccccc2S(=O)(=O)c2cc(C(=O)N3CCC(N4CCCC4)CC3)ccc21	5.0
Cc1cc(C)cc(NC(=O)CN2CCc3ccccc3C2)c1	0.3
CC(C(=O)NC1CCCCC1)N(Cc1ccccc1)C(=O)c1snc(C(N)=O)c1N (stereo not drawn)	0.2
(further entries)
SMILES	TTR transcr act
CCCNC(=O)Cc1ccsc1	-1.2
CC(C)NC(=O)c1ccc(CSCc2ccccc2Cl)o1	-0.3
Fc1ccc(NC(=S)N2CCN(c3ccccn3)CC2)cc1Cl	-1.9
CC(=O)c1ccc(C(=O)Nc2ccc3c(c2)C(=O)NC3=O)cc1	0.8
CCCOC(=O)C(C)Sc1n[nH]c(=O)[nH]c1=O (stereo not drawn)	1.8
NS(=O)(=O)c1cccc(NC(=O)COC(=O)CCC2CCCC2)c1	3.0
O=C(NP(=O)(N1CCOCC1)N1CCOCC1)C1=C(N2CCOCC2)/C(=C\c2ccccc2)CC1	0.3
CCN(CC)C(=O)Oc1cc2c(-c3cc4cccc(OC)c4o3)cc(=O)oc2cc1C	2.5
COCCN(C(=O)COC(=O)c1cc2c(s1)CCCC2)c1c(N)n(Cc2ccccc2)c(=O)[nH]c1=O	2.0
CC(=O)NC1=NN(C(C)=O)C(c2cccc([N+](=O)[O-])c2)S1 (stereo not drawn)	0.0
Cc1cccc(-c2cc(N3CCCN(C)CC3)n3nccc3n2)c1	2.9
COC(=O)[C@]12C[C@H](CC(=O)NCCC(C)C)C(=O)N(Cc3ccccc3)C1=C[C@H](COCc1ccccc1)O[C@@H]2C	0.1
C=CCN1C(=O)[C@H](CC(=O)NCCC(C)C)[C@@]2(C(=O)OCC)CCCC=C12	0.4
O=C(COc1ccc(-n2cnnn2)cc1)Nc1ccc(F)c(F)c1	13*
COc1ccc(CC(=O)Nc2cc(S(=O)(=O)N3CCOCC3)ccc2N2CCOCC2)cc1OC	-0.7

Some of the entries above in a different format.
| SMILES | TTR transcr act |
| --- | --- |
| COCCN(C(=O)COC(=O)c1cc2c(s1)CCCC2)c1c(N)n(Cc2ccccc2)c(=O)[nH]c1=O | 2.0 |
| CC(=O)c1ccc(C(=O)Nc2ccc3c(c2)C(=O)NC3=O)cc1 | 0.8 |

Further compounds follow:
SMILES	TTR transcr act
COc1cc(NC(=O)c2[nH]c(C)c(C(C)=O)c2C)c(OC)cc1Cl	-0.1
CNC(=O)Nc1cc(C)nn1C	-0.1
O=C1CCCCCCCCCC/C(=N\O)CCCO1	0.8
CN1/C(=C\C=C(C#N)C#N)C(C)(C)c2ccccc21	-0.9
Cc1c(C(=O)NCc2cccs2)oc2ccccc12	-2.5
Cc1cc2oc(=O)cc(-c3cc4ccccc4o3)c2cc1O	-1.6
O=C(c1ccccc1Cl)N1CCn2c1nc1ccccc12	-0.5
COc1ccc(C2C3=C(CCCC3=O)Nc3n[nH]c(C)c32)cc1OC (stereo not drawn)	-0.5
CCCn1c(-c2cccs2)nc2ccccc21	-0.2
CCOC(=O)CNC(=O)N(C)[C@H]1C[C@H]2c3[nH]c4ccccc4c3CCN2C(=O)[C@H]1[C@H](C)O	2.1
COc1cccc(C2C(C#N)=C(N)Oc3cc(C)[nH]c(=O)c32)c1OC (stereo not drawn)	1.0
O=C(NC1CCCCC1)c1ccc2ccccc2c1O	0.9
COc1ccc(CNS(=O)(=O)CC2NCCc3ccccc32)cc1 (stereo not drawn)	0.5
Cc1ccccc1NC(=S)N(C)Cc1cccs1	1.6
CCc1nccn1CCC(=O)N1CCCC(Nc2ccc(F)cc2)C1 (stereo not drawn)	1.6
C=CCN(C)C(C#Cc1ccccc1)Cc1ccccc1 (stereo not drawn)	-0.1
CSc1ccc(S(=O)(=O)N(CC(=O)NCc2ccccn2)c2ccc(C)cc2)cc1	1.1
COc1ccccc1C(=O)Nc1ccccc1C(=O)N1CCCC1	-3.6
CN(C)Cc1c(O)ccc2ccccc12	-0.3
CSC1=NCCN1C(=O)c1c(-c2c(F)cccc2Cl)noc1C	-2.4
CC1CCc2c(ccc3ccccc23)C1=O (stereo not drawn)	-2.7
O=C1/C(=C\c2cccnc2)SC(=S)N1c1ccc(F)cc1	0.4
O=C(CSc1nnc(CNc2ccc(F)cc2)n1Cc1ccco1)N1CCOCC1	0.8
CCCCCn1c(SCCN2CCOCC2)nc2c1c(=O)[nH]c(=O)n2C	2.1
CCCCN(CCCNC(=O)c1ccc2nc(N3CCOCC3)sc2c1)Cc1ccccc1	-1.6
CC(/C=N\NC(=O)c1ccc2c(c1)OCO2)c1ccccc1 (stereo not drawn)	-0.9
Cc1c(C)[n+](=O)c2c(n1[O-])C(Br)CCC2Br (stereo not drawn)	5.6
CC(CN1C(C)CCCC1C)OC(=O)c1ccccc1Cl (stereo not drawn)	0.8
CCCNC(=O)c1cc2c(c(-c3cccc(-c4ccc(C#N)cc4)c3)n1)[C@@H](CCO)N(C(=O)CC)C2	5.3
Cc1ccc(S(=O)(=O)N2CCN(C(=O)Cn3nc(C(=O)O)c4ccccc4c3=O)CC2)cc1	-1.1
CN(CC(=O)Nc1cccc(F)c1)C(=O)CN1c2cccc3cccc(c23)S1(=O)=O	-0.6
O=C1NC(=S)N/C1=C\C=C\c1ccccc1	2.4
Cc1cnc2nc(-c3ccccc3)ccc2c1	-0.9
CN1CC(=O)N(CC(=O)Nc2ccc(N3CCOCC3)cc2)C1=O	2.1
CC1(C)CC(=O)C=C(NCc2ccco2)C1	0.9
O=C1Nc2ccccc2N=C(c2ccccc2)C1N(Cc1ccc(F)cc1)C(=O)c1cccnc1 (stereo not drawn)	0.0
COCCn1nnnc1C(c1ccccn1)N1CCN(c2cc(Cl)ccc2C)CC1 (stereo not drawn)	-0.4
COc1cccc(-c2nc(C#N)c(N3CCN(C(=O)c4ccco4)CC3)o2)c1	2.7
COc1ccc(/C=C(/NC(=O)c2ccccc2)C(=O)N2CCCCC2)cc1	-1.3
Cc1cc(=O)[nH]c(SCC(=O)N2C(C)CCCC2C)n1 (stereo not drawn)	0.3
Cc1ccc(C2CC(c3ccccc3)=NN2C(=S)Nc2ccccc2)o1 (stereo not drawn)	11*
O=C(Nc1ccccc1)OCCN1CCOCC1	0.2
Cc1ccsc1-c1n[nH]c(=S)n1C1CCCCC1	0.8
CCN(C(=O)c1ccc2c(=O)n3c(nc2c1)CCCCC3)c1ccc(F)cc1	-1.3
COc1ccc(/C=C(\NC(=O)c2ccc(C)cc2)C(=O)NCCCn2ccnc2)cc1	2.3
COc1ccccc1C(=O)N(C)CC(=O)Nc1ccc(N2CCOCC2)cc1	-1.8
C/C(=N\NC(N)=S)c1ccccc1	-1.3
COc1ccc(CNC(=O)c2c([S-])n(-c3ccc(C)cc3)c3cccc[n+]23)cc1	-0.5
COc1cc(NC(=O)COC(=O)/C=C/c2ccc(OC)c(OC)c2)cc(OC)c1	5.7
NC(=O)c1nsc(C(=O)N(CCc2ccccc2)C(C(=O)NC2CCCC2)c2ccco2)c1N (stereo not drawn)	-2.6
CCCCCCSc1cccc(-c2nc3ccc(Cl)cn3c2NCc2ccccc2)c1	-2.2

Source: PubChem BioAssay (The Scripps Research Institute Molecular Screening Center)

A portion of the library (hit frequency here may not be typical).
